Screening data deposited in PubChem BioAssay by several laboratories.
RSV CPE inhibition: inhibition of RSV-induced cytopathic effect – HEp-2 cells, primary 10 µM value included (AID 2391); actives 0.13% (n = 310,000); one-dose CPE inhibition, % at 10 µM; IC50 in µM for titrated hits; HEp-2 cells, RSV-induced CPE inhibition; higher % means a stronger effect; in the data active means a potency from the dose series; further: strong numbers were not always called active
West Nile virus CPE: West Nile virus antiviral activity, cell-based, CPE readout (AID 1621); actives 0.02% (n = 290,000); CPE inhibition, % at 10 µM, or IC50 in µM where a hit was titrated; West Nile virus-infected cells, CPE inhibition; higher % means a stronger effect; in the data active means a potency from the dose series; further: strong numbers were not always called active
T cell HTS: T cell immune modulators affecting CD8 T cell-vesicle binding | 2C CD8+ T cell-vesicle binding, flow cytometry; hits give low values | calls only at 7 µM | actives 0.068% (n = 330,000) | AID 2052;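 active means response, share of CD8 T cells binding vesicles, and their 90th percentile fluorescence all below set limits, cut at about 80% in these data, passing the limit was not always enough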
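System: murine 2C transgenic CD8+ T lymphocytes; also added: QL9-loaded Drosophila micro-vesicles; times: binding 1.5 h at 37 °C; measured by: flow cytometry, PE anti-B7-1 (FL2) versus Alexa647 anti-CD8 (FL8), PFA-fixed; control set: Peptide-free naked vesicles (low) and QL9 vesicles with 0.7% DMSO vehicle (high)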
UTI89 phage lysis: inhibition of K1F phage lysis, E. coli UTI89, bacterial capsule biogenesis inhibitors, alamar blue (AID 488966); E. coli UTI89 K1F phage lysis, alamar blue, 2 h; higher % means a stronger effect; inhibition, % at 100 µM, or IC50 in µM where a hit was titrated; actives 0.02% (n = 340,000);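 active means phage lysis inhibition, versus mean bacterial control, above a set limit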;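 further: capsule biogenesis inhibitors block K1F phage lysis so surviving cells raise fluorescence; higher fluorescence means more inhibition of phage lysis; actives were called in the ten point dose series up to 300 µM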
T cell HTS vesicle-bound %: second read-out of T cell HTS, no call of its own (marks repeat the call); double positive events, %; measured here: CD8+ vesicle-bound cell fraction;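 binding gate set so that unloaded-vesicle control wells show 10% double positive cells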
The depositor's hits bear a star; i = inactive; · = no result given; [ ] = dose if it differs, or a comment. A portion of the library, so the mix of outcomes need not match the whole.

canonical_smiles	RSV CPE inhibition	West Nile virus CPE	T cell HTS	T cell HTS vesicle-bound %	UTI89 phage lysis
CC[C@H]1C/C=C\Cc2ccccc2[C@@H](C(=O)C[C@@H](O)CC(C)=O)OC1=O	·	·	i	7.7	0.3%
COC(=O)c1cc(CNC(=O)C2CC(=O)N(c3ccc4c(c3)OCCO4)C2)ccc1OC (stereo not given)	·	·	i	13.2	0.5%[50 µM]
Cc1ccc(-c2csc(NC(=O)c3c(C)noc3C)n2)s1	·	·	i	34.3	-1.8%
CC(=O)Nc1ccc(C(=O)CN2C(=O)NC3(CCCCCC3)C2=O)c(F)c1	·	·	i	35.8	1.8%
O=C(CCNC(=O)c1ccccc1)NNC(=O)c1ccc(F)cc1	·	·	i	46.3	0.7%[50 µM]
C[C@H](CO)N1C[C@H](C)[C@@H](CN(C)Cc2ccc(C(=O)O)cc2)Oc2c(NS(=O)(=O)c3cn(C)cn3)cccc2C1=O	·	·	i	13.1	0.1%
Nc1c(N(CCO)C(=O)C2CCCC2)c(=O)[nH]c(=O)n1Cc1ccccc1	·	·	i	52.0	0.6%[50 µM]
C=CC[C@@H](CC(=O)NCCO)C(=O)N[C@H](COC(=O)[C@H](CC=C)CC(=O)OC(C)(C)C)Cc1c[nH]c2ccccc12	·	·	i	18.2	-0.2%
CCN(C(=O)COC(=O)c1ccc(O)cc1)c1cccc2ccccc12	·	·	i	43.9	-3.6%
O=C(CSc1ccccc1)N1CCN(c2ccc(F)cc2)CC1	·	·	i	29.9	-0.2%
CNc1snc(C)c1C(=O)OCC(=O)c1ccc(OC)c(F)c1	·	·	i	38.9	0.9%[50 µM]
COc1cc(/C=C/C(=O)OCC(=O)NNC(=O)c2cc(Cl)ccc2OC)ccc1O	·	·	i	49.3	-0.1%[50 µM]
CCOC(=O)CN(C(=O)COC(=O)C1=NNC(=O)CC1)c1ccc(F)cc1	·	·	i	24.2	0.2%
O=C(c1cc2ccccc2o1)N1CCN(c2ncccn2)CC1	·	·	i	52.6	0.1%
CC1(C(=O)OCC(=O)NCc2ccc(Cl)cc2)CC1(Cl)Cl (stereo not given)	·	·	i	51.8	1.8%
CC1CCCCC1NC(=O)Cn1c(=O)cnc2ccccc21 (stereo not given)	·	·	i	50.0	8.2%
CCn1nnc2cc(C(=O)OCC(=O)N(C)Cc3cccc(F)c3)ccc21	·	·	i	37.0	1.1%[50 µM]
C=CCC[C@@H](Cc1ccc(F)cc1)C(=O)OC[C@H](C)NC(=O)[C@@H](CC=C)CC(=O)N[C@@H](CO)Cc1ccccc1	·	·	i	26.0	0.8%
O=C1N[C@@H](Cc2ccccc2)COC(=O)[C@H](Cc2ccc(F)cc2)CC/C=C/C[C@@H]1CC(=O)N(CCO)Cc1ccccc1	·	·	i	15.4	3.2%
CCN(CC(=O)Nc1cc(Cl)cc(Cl)c1)CC(=O)NC1CCS(=O)(=O)C1 (stereo not given)	·	·	i	53.8	5.0%
O=S(=O)(c1cccc(C(F)(F)F)c1)N1CCN(S(=O)(=O)c2ccc3c(c2)OCCO3)CC1	·	·	i	8.0	0.6%
CCOC(=O)C1=CN2CCCC[C@@H]2CC1=O	·	·	i	6.1	1.3%
CN(c1ccc(OCC(=O)NC2CCC(O)CC2)cc1)S(=O)(=O)c1ccc(Cl)cc1 (stereo not given)	·	·	i	35.4	0.7%
O=C(CN1C(=O)/C(=C2/SC(=S)N(CCS(=O)(=O)O)C2=O)c2ccccc21)Nc1cccc(C(F)(F)F)c1	·	·	i	35.9	0.8%
CC1CN(CCc2ccccc2)C(C)C/C1=N/O (stereo not given)	·	·	i	40.3	0.4%
Oc1cc(Nc2cccnc2)cc2cccnc12	·	·	i	29.5	-12.1%
CCOc1cc(N2CCOCC2)c(OCC)cc1NC(=O)c1cccc(S(=O)(=O)N2CCOCC2)c1	·	·	i	35.8	-0.6%
C[C@]12c3[nH]c4ccccc4c3CCN1C(=O)C(CC(=O)NCCCn1ccnc1)C[C@@H]2C(=O)N1CCCCC1 (stereo not given in full)	·	·	i	10.2	0.2%
Cn1c(N)c(C(=O)COC(=O)c2ccccc2C(=O)c2ccc(Cl)c([N+](=O)[O-])c2)c(=O)n(C)c1=O	·	·	i	39.2	-0.1%[50 µM]
CCCN(CC(=O)Nc1ccccc1OC)C(=O)c1ccccn1	·	·	i	7.9	1.4%
COc1ccc(-c2cc3ccccc3oc2=O)cc1	·	·	i	46.2	0.0%
COC(=O)C1=C(C(=O)OC)[C@]2([C@H]3CCCCN[C@@H](Cc4ccccc4)C(=O)N3Cc3ccccc3)C=C[C@H]1O2	·	·	i	12.3	1.1%
C[C@@H](C(=O)NNC(=O)c1ccc(Cl)cc1)N1C(=O)C2CC=CCC2C1=O (stereo not given in full)	·	·	i	45.3	-1.7%
COc1ccc(NS(=O)(=O)c2cccc(C(=O)NN=Cc3ccc(OC)cc3OC)c2)cc1	·	·	i	50.4	0.8%
O=C(NC(=S)NN1CCOCC1)c1cc(Br)ccc1Cl	·	·	i	34.8	0.4%[50 µM]
COc1ccc(C2=NOC(Cn3nc(-c4ccccc4)cc3C(=O)NCc3cccs3)C2)cc1 (stereo not given)	·	·	i	6.6	0.0%
O=C(COC(=O)CNC(=O)c1ccccc1Cl)NC1CC1	·	·	i	42.0	0.7%[50 µM]
Cn1nc(C(=O)Nc2ccc(-n3cnnn3)cc2)c2ccccc2c1=O	·	·	i	9.6	1.7%
C=CCn1cnnc1SCC(=O)N(C1CCCCC1)C1CCS(=O)(=O)C1 (stereo not given)	·	·	i	27.9	0.2%
Cc1c(Cl)cnc(NC(=O)COC(=O)C2CC2)c1Cl	·	·	i	44.7	0.3%[50 µM]
CC(Sc1nnc(Cc2ccccc2)n1C)C(=O)NC1CC1 (stereo not given)	0.2%	·	·	·	0.6%[50 µM]
CCOC(=O)C(Cc1ccccc1)C(=O)c1ccco1 (stereo not given)	1.1%	·	·	·	0.3%
OCC[C@H]1C[C@@H](O)[C@H](O)[C@@]2(OCc3ccccc32)O1	-1.6%	·	·	·	1.9%
CCOC(=O)[C@H]1[C@H]2COc3cc(OC)ccc3[C@@H]2N2C(=O)c3cc(F)c(F)cc3NC(=O)[C@@]12C	-1.4%	·	·	·	0.8%
COCCNC(=O)C1CC(c2ccccc2C(F)(F)F)=NO1 (stereo not given)	0.8%	·	·	·	0.8%
CC(C#Cc1ccc2c(c1)COc1c3ccccc3nn1-2)OC(C)(C)C (stereo not given)	1.2%	·	·	·	1.0%
CCOC(=O)[C@H]1[C@H]2COc3ccc(Cl)cc3[C@@H]2N2C(=O)c3cc(F)ccc3NC(=O)[C@@]12C	1.4%	·	·	·	1.2%
Cc1cc(Cn2nc(-c3ccccc3)cc2C(=O)NCc2cccs2)on1	0.3%	·	·	·	-1.2%
OC(CNCc1ccccc1)COc1ccccc1 (stereo not given)	-0.6%	·	·	·	-1.3%
COc1ccc2c(c1)C(=O)N1[C@H]3c4cc(OC)ccc4OC[C@@H]3[C@H](c3ccccc3)[C@]1(C)C(=O)N2	-1.3%	·	·	·	5.4%
CCOC(=O)[C@H]1[C@H]2COc3ccc(OC)cc3[C@@H]2N2C(=O)c3ccccc3NC(=O)[C@@]12C	-1.8%	·	·	·	-0.6%
CCOC(=O)[C@H]1[C@H]2COc3ccccc3[C@@H]2N2C(=O)c3cc(OC)ccc3NC(=O)[C@@]12C	-1.7%	·	·	·	0.9%
CCOC(=O)C1CCN(C(=O)CCn2c(=O)c3cccn3c3cccnc32)CC1	·	0.4%	i	28.4	0.3%
Cc1cc(=O)oc2cc(OCC(=O)NC3CCCC3)ccc12	·	0.0%	i	29.3	2.6%
COC(=O)c1ccc[n+](CCc2c[nH]c3ccccc23)c1	·	-0.4%	i	56.2	0.2%
Cc1nn(C(C)C(=O)NCCCN2CCCCC2C)c(=O)c2c1sc1ccccc12 (stereo not given)	·	0.2%	i	25.4	-0.2%
COc1ccc(-c2cc(C(=O)N3CCN(Cc4ccc5c(c4)OCO5)CC3)on2)cc1OC	·	0.2%	i	30.7	0.2%
O=C1c2cc(CO)cc(O)c2C(=O)c2c(O[C@@H]3OC(CO)[C@@H](O)[C@@H](O)[C@@H]3O)cccc21 (stereo not given in full)	·	-0.1%	i	42.5	0.3%
COc1cc(C(=O)NC(=S)NNC(=O)c2ccc3c(c2)OCO3)cc(OC)c1OC	·	1.1%	i	42.9	1.8%
CCc1ccc(-c2cc(C)no2)cc1S(=O)(=O)Nc1ccc(Cl)cn1	·	0.0%	i	31.8	0.2%

The list continues.
canonical_smiles	RSV CPE inhibition	West Nile virus CPE	T cell HTS	T cell HTS vesicle-bound %	UTI89 phage lysis
CC(=O)N1c2ccc(S(=O)(=O)N3CCC(C(=O)Nc4cccc(F)c4)CC3)cc2CC1C (stereo not given)	·	0.0%	i	23.1	0.2%
COc1cc(C(=O)Nc2c(C(=O)N3CCOCC3)oc3ccccc23)cc(OC)c1OC	·	0.3%	i	29.9	-0.2%
CCCc1cc(C(=O)N2CCCC(C(=O)c3ccc(Cl)cc3)C2)n(C)n1 (stereo not given)	·	-0.4%	i	5.1	-0.1%
COc1cccc(CN2CC(C(=O)NCCN3CCOCC3)CCC2=O)c1 (stereo not given)	·	0.2%	i	22.5	0.2%
CCCc1ccc2oc(C(=O)NCCN3CCCC(C(N)=O)C3)c(C)c2c1 (stereo not given)	·	0.2%	i	24.2	i
Cc1ccc(NC(=O)CCS(=O)(=O)c2cc3c(cc2Cl)NC(=O)CO3)cc1	·	-0.2%	i	25.3	7.5%
COc1cc2[nH]c3c(c2cc1OC)CCN1CCCC[C@@H]31	·	0.4%	i	17.3	-0.9%
COc1cc(NC(=O)NNC(=O)c2cc3occc3n2C)cc(OC)c1OC	·	0.6%	i	25.9	0.1%
CCc1nn2c(=O)cc(COc3cccc(NC(=O)c4ccco4)c3)nc2s1	·	0.1%	i	33.6	0.4%
CC1Cc2ccccc2N1C(=O)CCS(=O)(=O)c1ccc2c(c1)NC(=O)CS2 (stereo not given)	·	0.4%	i	25.7	0.6%
COCC1CCN(C(=O)c2cc(COc3cccc4cnccc34)on2)CC1	·	-0.4%	i	29.0	0.3%
CN(C(=O)c1nn(C)c2c1CSc1ccccc1-2)c1ccccc1Cl	·	-0.4%	i	28.5	0.6%
CC(Oc1ccc2c(-c3ccccc3)cc(=O)oc2c1)C(=O)NC(Cc1c[nH]c2ccc(O)cc12)C(=O)O (stereo not given)	·	-0.3%	i	28.4	4.3%
Cc1ccc(CN(C(=O)COc2ccc([N+](=O)[O-])cc2)C2CCS(=O)(=O)C2)o1 (stereo not given)	·	0.2%	i	50.5	1.6%
Cc1cc(=O)oc2c3c(cc(OCC(=O)NC4CC4)c12)OC(C)(C)CC3	·	1.2%	i	19.3	1.2%
O=C1CS/C(=N\N=C\c2ccco2)N1c1ccccc1	·	0.2%	i	59.1	4.0%
CC1CN(C(=O)CCC(=O)NCCCN2CCN(Cc3ccccc3)CC2)c2cc(Cl)ccc2O1 (stereo not given)	·	0.0%	i	18.4	0.5%
O=C(CSC(=S)N1CCOCC1)Nc1ncc2c(n1)CC(c1ccco1)CC2=O (stereo not given)	·	0.4%	i	29.2	1.0%
COc1ccc(C(=O)NCc2nnc(SCC(=O)NC3CCCCC3)o2)cc1	·	-0.3%	i	31.0	0.3%
CCOC(=O)/C=C(C)\C=C\c1c[nH]c2ccccc12	·	0.1%	i	59.3	-0.9%
CN1CCN(C2CCCCC2NS(=O)(=O)c2ccccc2)CC1 (stereo not given)	·	-0.1%	i	16.7	0.3%
O=C(NCCc1csc(-c2ccc(Cl)cc2)n1)c1ccco1	·	2.0%	i	24.7	0.2%
CCC(C(=O)Nc1cccc(OC)c1)n1nc(C)c2c(C)n(-c3ccccc3)nc2c1=O (stereo not given)	·	0.0%	i	30.1	0.3%
Cc1cc(C)c(S(=O)(=O)NCc2cn3ccccc3n2)c(C)c1	·	-0.3%	i	24.7	0.2%

Among those listed so far, these contain a tert-butyl group.
canonical_smiles	RSV CPE inhibition	West Nile virus CPE	T cell HTS	T cell HTS vesicle-bound %	UTI89 phage lysis
C=CC[C@@H](CC(=O)NCCO)C(=O)N[C@H](COC(=O)[C@H](CC=C)CC(=O)OC(C)(C)C)Cc1c[nH]c2ccccc12	·	·	i	18.2	-0.2%
CC(C#Cc1ccc2c(c1)COc1c3ccccc3nn1-2)OC(C)(C)C (stereo not given)	1.2%	·	·	·	1.0%
